# Bioassay records as filed in PubChem.
# BH1578 lux ind: inducers of Vibrio cholerae quorum light production without autoinducers; V. cholerae BH1578 lux reporter, luminescence, 6 h; activation, % at 18.7 µM; AID 588436; 0.16% of 350,000 active; in the data active means activation mostly above about 9.7%, no sharp cut-off; further: not every result past the cut was called active; inactives centre near 0; reference of the scale not given here
# Rv3671c inh: Rv3671c (M. tuberculosis) protease inhibition; P9WHR9; inhibition, % at 5.96 µM; 0.048% of 320,000 active; AID 2606; in the data active means inhibition above about 38%;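 further: extracellular domain of Rv3671c used as enzyme; 0% = enzyme with DMSO and 100% = no enzyme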
# Target sequence (P9WHR9 whole entry, looked up, the tested form may be a part): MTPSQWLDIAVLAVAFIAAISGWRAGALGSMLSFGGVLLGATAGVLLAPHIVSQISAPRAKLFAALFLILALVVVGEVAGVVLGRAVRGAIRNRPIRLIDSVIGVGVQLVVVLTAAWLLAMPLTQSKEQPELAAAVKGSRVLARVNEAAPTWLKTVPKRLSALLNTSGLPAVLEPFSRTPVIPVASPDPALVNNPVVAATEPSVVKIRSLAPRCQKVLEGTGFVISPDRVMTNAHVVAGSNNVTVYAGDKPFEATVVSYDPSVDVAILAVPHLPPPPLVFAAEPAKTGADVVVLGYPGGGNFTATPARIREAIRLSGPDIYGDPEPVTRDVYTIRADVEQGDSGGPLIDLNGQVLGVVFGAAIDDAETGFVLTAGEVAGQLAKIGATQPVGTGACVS
# 3CLpro inhibitor: SARS-CoV 3CLpro protease inhibition | P0C6X7 | recombinant SARS-CoV 3CLpro, quenched FRET peptide cleavage | inhibition, % at 6 µM | 0.14% of 290,000 active; in the data active means inhibition above about 12%
# MazEF act: activators of E. coli MazEF toxin-antitoxin RNase; activation, % at 20 µM; P0AE70; FAM/BHQ RNA-DNA oligo cleavage fluorescence, 5 h; 0.32% of 350,000 active; in the data active means activation above about 50%
# Target sequence (P0AE70 whole entry, looked up): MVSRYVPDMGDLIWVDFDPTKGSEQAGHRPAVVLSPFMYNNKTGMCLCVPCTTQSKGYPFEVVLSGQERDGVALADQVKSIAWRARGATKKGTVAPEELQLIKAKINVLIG
# GDH-TPI inh: counter-screen for M. tuberculosis FBA inhibitors: GDH-TPI coupled enzymes; GDH-TPI coupled enzyme counterscreen, NADH absorbance; 1.2% of 360,000 active; inhibition, % at 4.8 µM; in the data active means inhibition above about 30%;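 further: 0% = DMSO wells and 100% = wells lacking the enzyme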
# FBA Mtb inh: Mtb fructose-bisphosphate aldolase inhibition | P9WQA3 | purified M. tuberculosis FBA, fluorescence read-out | inhibition, % at 1 µM | 2.3% of 360,000 active; in the data active means inhibition above about 27%;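 further: 0% = vehicle and 100% = reference inhibitor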
# Target sequence (P9WQA3 whole entry, looked up): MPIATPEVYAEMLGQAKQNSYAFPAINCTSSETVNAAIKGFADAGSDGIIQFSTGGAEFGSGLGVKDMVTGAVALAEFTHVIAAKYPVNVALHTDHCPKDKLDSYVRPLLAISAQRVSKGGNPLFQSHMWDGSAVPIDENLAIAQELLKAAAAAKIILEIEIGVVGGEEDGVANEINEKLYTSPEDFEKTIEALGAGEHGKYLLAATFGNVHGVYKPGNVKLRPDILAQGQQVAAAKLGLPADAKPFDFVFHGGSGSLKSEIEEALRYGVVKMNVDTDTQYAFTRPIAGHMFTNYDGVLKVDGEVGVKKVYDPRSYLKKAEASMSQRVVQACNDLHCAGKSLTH
# SSB-PriA inh: blocks PriA binding to SSB C-terminal tail | inhibition, % at 33 µM | AlphaScreen SSBct-PriA binding, biotinylated peptide | 0.6% of 430,000 active; in the data active means inhibition mostly above about 37%, no sharp cut-off; inactive means mostly below about 20%;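 further: plate controls were negative control peptide for no effect and reference peptide for full effect; strong numbers were not always called active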
# Mtb BioA inh: blocks M. tuberculosis BioA enzyme activity | 0.096% of 360,000 active | inhibition, % at 9.99 µM | purified M. tuberculosis BioA enzyme, plate reader | AID 602481; in the data active means inhibition above about 40%
# VHR inh abs: blocks human VHR1 dual specificity phosphatase; inhibition, % at 13.3 µM; recombinant VHR phosphatase, pNPP absorbance; 0.52% of 290,000 active; in the data active means inhibition above about 50%; further: some compounds called inactive have numbers as strong as hits
# Target sequence (P51452 whole entry, looked up): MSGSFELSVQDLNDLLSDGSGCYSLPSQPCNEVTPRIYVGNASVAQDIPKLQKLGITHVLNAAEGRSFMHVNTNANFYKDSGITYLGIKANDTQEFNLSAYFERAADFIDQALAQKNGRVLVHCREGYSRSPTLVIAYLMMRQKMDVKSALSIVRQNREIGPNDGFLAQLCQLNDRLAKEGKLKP
# Mtb UGM inh: Mtb UDP-galactopyranose mutase inhibition; purified UGM, fluorescence polarization probe displacement; inhibition, % at 10 µM; P9WIQ1; 0.06% of 320,000 active; in the data active means inhibition above about 10%, passing the limit was not always enough
# An asterisk follows results filed as active; i = inactive; · = not tested or not shown; & = joins results of further samples. An excerpt; rates above refer to the full screens.
SMILES,BH1578 lux ind,Rv3671c inh,3CLpro inhibitor,MazEF act,GDH-TPI inh,FBA Mtb inh,SSB-PriA inh,Mtb BioA inh,VHR inh abs,Mtb UGM inh
CC(=O)C1=C(O)C(=O)N(CCC(=O)O)C1c1ccc(Cl)cc1Cl (centres undefined),i,1,-1,-4,9,0,-2,-0.6,8,0.3
CCn1cc(C(=O)Nc2cccc(NC(C)=O)c2)c2cc(OC)c(OC)cc2c1=O,i,-1,0,3,9,0,-10,0.3,5,-3.7
CC1CCCCN1CCNC(=O)CN1C(=O)CSc2ccc(S(=O)(=O)N3CCCCC3)cc21 (centres undefined),-0.2,-1,-2,9,-13,2,8,-1.3,14,-0.4
O=S(=O)(Cc1ccccc1)NCC1CCCN(Cc2cccc3nonc23)C1 (centres undefined),·,0,1,6,4,3,-21,·,-10,1.8
O=C(O)/C=C\C(=O)Nc1ccc(OC(F)F)cc1,-0.2,0,5,-3,4,1,-10,·,19,-0.6
COc1ccc(CC(=O)Nc2cc(S(C)(=O)=O)ccc2Cl)cc1S(=O)(=O)N1CCOCC1,-1.8,·,·,3,0,2,-11,0.0,·,·
CSc1ccccc1NC(=O)COC(=O)CCc1ccccc1,i,3,-8,6,-8,-1,-27,0.6,2,0.8
CC(=O)NS(=O)(=O)c1ccc(NC(=S)NC(=O)C(C)(C)C)cc1,-0.2,8,8,6,14,0,-12,·,-8,-0.9
CC(=O)OC(C)(C)/C=C/C(=O)C(C)(O)C1C(O)CC2(C)C3CC=C4C(CC(O)C(=O)C4(C)C)C3(C)C(=O)CC12C (centres undefined),i,·,·,6,1,-2,-3,·,·,·
O=C(NCCN1CCNC1=O)c1ccc2sc([C@@H]3O[C@H](CO)[C@H](O)[C@H](O)[C@H]3O)nc2c1,-0.3,·,·,·,10,-1,·,-1.1,·,·
CCCS(=O)(=O)N1CCN(C(=O)c2ccco2)CC1,-3.2,-8,2,1,11,-5,-15,-3.8,23,1.3
Cc1nc2sc(C(c3cccs3)N3CC(C)CC(C)C3)c(O)n2n1 (centres undefined),-0.6,4,3,3,9,-1,12&-5,1.5,3,-1.1
CC(CN(C)C)CN1c2ccccc2CCc2ccccc21 (centres undefined),-3.8,9,·,20,5,-1,-2,0.5,6,4.2
Cc1ccc(C(=O)NC(=S)Nc2ccc(N3CCOCC3)cc2)c(C)c1,-1.0,0,-1,3,-3,1,3,-0.9,33,0.7
O=C(NCc1cccc(Cl)c1)c1ccc(S(=O)(=O)N2CCCCC2)cc1,-0.7,·,·,-1,-3,-4,·,-0.6,·,·
CC1CCC(NC(=O)c2ccc(CS(=O)(=O)Cc3ccccc3F)o2)CC1 (centres undefined),-0.6,-15,2,-3,3,1,-5,2.1,25,2.8
COc1ccc(S(=O)(=O)N/N=C\c2ccc([N+](=O)[O-])o2)c(OC)c1,1.1,5,-9,12,9,2,·,0.3,5,-2.3
CC(Sc1nnc2ccccn12)C(=O)NCc1ccc2c(c1)OCO2 (centres undefined),0.7,2,-2,15,-2,3,-9,·,20,-1.7
O=C(CCN1C(=O)c2ccncc2C1=O)NCc1ccc(Cl)cc1,0.7,0,4,-1,2,0,-11,0.2,25,-0.5
CCN(CC)CCNC(=O)c1ccc(NC(=O)Cc2cccc3ccccc23)cc1,-0.4,-9,-10,15,-4,1,-3,-4.8,26,0.1
Cc1ccc(S(=O)(=O)N2C[C@H]3[C@H]4C(=O)N(c5ccccc5)C(=O)[C@H]4C[C@H](OC(=O)Nc4cccs4)[C@@]3(O)C2)cc1,-0.4,·,·,4,6,2,·,-0.9,·,·
CCc1ccc(-n2nnnc2SCC(=O)Nc2ccc(NC(C)=O)cc2)cc1,-0.3,-3,1,-39,3,0,-14,-2.5,-12,5.2
COc1ccccc1N1CCN(C2CCCN(C(=O)c3ccoc3)C2)CC1 (centres undefined),-0.4,-8,4,6,-1,0,-1,5.6,-7,2.8
COc1cc(C(=O)NNC(=O)c2cc(=O)[nH]c3ccccc23)cc(OC)c1OC,-0.5,2,·,9,16,2,-1,·,·,-0.1
COc1ccc(CC(=O)N2CCN(c3cccc(C)c3C)CC2)cc1,0.7,4,3,-4,4,2,-23,2.8,9,0.6
COc1ccccc1CNC(=O)COC(=O)C1CCN(S(=O)(=O)c2ccccc2)CC1,-11,1,·,2,-3,0,-3,·,·,-0.6
CCOc1ccc(N(CC(=O)Nc2ccccc2OC)S(=O)(=O)c2ccccc2)cc1,i,·,2,-2,3,-2,-11,-0.2,18,-1.1
Cc1cccc(Oc2cc(NC(=O)Cn3cnc([N+](=O)[O-])n3)cc([N+](=O)[O-])c2)c1,-0.4,-24,6,-3,3,-1,25,·,1,1.1
Cc1c(NS(=O)(=O)c2ccc3c(c2)NC(=O)CC(=O)N3)cccc1[N+](=O)[O-],0.7,-3,-1,15,0,-6,7,·,6,-2.8
COc1cc(=O)oc(CCC(C)O)c1C (centres undefined),i,·,·,13,5,1,-4,-1.2,·,·

# Laid out differently: 2 of the compounds above.
SMILES	BH1578 lux ind	Rv3671c inh	3CLpro inhibitor	MazEF act	GDH-TPI inh	FBA Mtb inh	SSB-PriA inh	Mtb BioA inh	VHR inh abs	Mtb UGM inh
O=S(=O)(Cc1ccccc1)NCC1CCCN(Cc2cccc3nonc23)C1 (centres undefined)	·	0	1	6	4	3	-21	·	-10	1.8
O=C(O)/C=C\C(=O)Nc1ccc(OC(F)F)cc1	-0.2	0	5	-3	4	1	-10	·	19	-0.6

# Remaining list, next part.
SMILES,BH1578 lux ind,Rv3671c inh,3CLpro inhibitor,MazEF act,GDH-TPI inh,FBA Mtb inh,SSB-PriA inh,Mtb BioA inh,VHR inh abs,Mtb UGM inh
Cc1ccc(NC(=O)C2(C)CCN2C2Cc3ccccc3C2)cc1 (centres undefined),i,·,·,·,6,-3,·,-0.5,·,·
Cc1ccc(Oc2coc3cc(O)ccc3c2=O)cc1,-1.1,-10,-4,0,17,40*,-6,1.4,68,3.5
O=C1CCCN1CCCNC(=S)Nc1ccc(F)cc1,-0.5,-6,7,-9,7,2,-2,·,66,-0.9
CC(=O)Nc1ccc2c(c1)N(S(=O)(=O)c1cccs1)CCC2,i,-3,·,1,0,-5,-3,-0.8,·,-0.2
C(=N\c1nc2ccccc2[nH]1)/c1cccs1,-1.8,2,1,-4,-1,-1,·,-1.9,4,0.7
C#CCOC(=O)Nc1cnccc1C(F)(F)F,-1.7,9,1,5,5,-1,-26,-1.5,6,3.4
COC(=O)c1[nH]c(C)c(/C(O)=C2\C(=O)C(=O)N(CCN(C)C)C2c2cccc(OC)c2OC)c1C (centres undefined),1.0,0,-1,2,-6,-2,·,0.8,8,-0.3
CSc1nc(-c2ccc(Cl)cc2)nc(N)c1C#N,-0.3,2,6,-52,-3,0,-5,0.0,-1,-0.9
Cc1cc(C)cc(NC(=S)NCCN(C2CCCCC2)C2CCCC2)c1,-0.5,-2,-5,0,-1,-2,6,·,22,-4.1
C=CCOC(=O)C(C(=O)Cc1ccccc1)c1ccccc1 (centres undefined),-3.3,·,·,-7,6,-5,-45,0.6,·,·
O=C1NCCN/C1=C\C(=O)c1ccc(Cl)cc1,-0.5,3,-1,2,12,-2,·,-5.0,6,0.6
CCOC(=O)C1C(=O)CC(C)(O)C(C(=O)OCC)C1c1ccco1 (centres undefined),-2.0,2,-1,2,-1,-8,-8,-0.5,7,-2.9
CCCn1cnc2sc(CC)cc2c1=O,-0.2,-4,1,4,0,3,-6,-0.7,-2,2.9
Cc1ccc(NC(=O)CSc2nnc(Cc3csc(C)n3)o2)cc1,i,0,·,-3,4,-1,-3,-3.0,·,4.3
CC1CC(CC(=O)NC(=S)Nc2ccccc2Cl)C(=O)O1 (centres undefined),i,2,-6,-11,0,0,-4,-0.4,1,4.0
Cc1c(N=C/C=C/c2ccccc2)c(=O)n(-c2ccccc2)n1C,-5.6,-1,6,4,21,0,7,1.4,15,-1.7
Cc1cccc(C)c1N1C(=O)CN(Cc2ccccc2)C1=S,-11,-22,2,2,14,4,-10,0.3,-13,2.3
COc1ccc(C2CC(c3ccc(C)o3)=NN2C(C)=O)cc1 (centres undefined),-0.3,-1,-4,-6,5,2,-14,·,-4,-0.4
COc1ccc(-n2nc(C)c3c(=O)c4c([nH]c32)CCCC4)cc1,i,·,-2,7,2,2,-2,-0.2,-2,2.4
CCC(CC)C(=O)N1CCN(c2ccccc2)CC1,i,7,0,0,-1,2,-1,·,6,-0.9
Cc1cccc(CCNC(=O)CN(C)S(=O)(=O)c2cnc[nH]2)c1,0.1,1,-1,6,-3,-2,-19,0.9,1,1.0
COc1ccc(-c2nn(CC(=O)Nc3ccc(Cl)c(Cl)c3)c(=O)c3ccccc23)cc1,1.4,-106,3,-12,7,3,-9,·,52*,-1.5
COc1ccc(/C(C)=N/NC(=O)CN(c2ccc(OC)cc2)S(=O)(=O)c2ccccc2)cc1,-1.4,-10,0,8,-12,0,·,-5.9,·,0.0
CCCC(=O)N1CCC1(C)C(=O)NS(=O)(=O)c1ccccc1 (centres undefined),i,·,·,·,-2,1,·,-2.0,·,·
COC(=O)c1cnc(Nc2ccc(Cl)cc2)c([N+](=O)[O-])c1,i,2,1,7,10,3,4,-1.4,-15,-1.1
CCc1ccccc1N1C[C@@]23C=C[C@@H](O2)C(C(=O)OCC(C)C)[C@H]3C1=O (some centres undefined),i,-1,1,-1,3,0,-15,1.6,17,-2.8
Nc1c(C(=O)N2CCCCC2)sc2nc3c(cc12)CCCC3,0.2,-9,-3,7,-4,2,-4,0.2,28,3.7
COc1ccc(C(=O)NNc2cc(C)nc(NNC(=O)c3ccc(OC)cc3)n2)cc1,-0.5,5,3,-6,3,0,-1,·,34,-0.6
O=C(CCc1nnc(CCCc2ccccc2)o1)NCCCC1CCCC1,0.2,7,0,9,-5,0,-7,·,3,-0.4
CCn1c(=S)sc2c(=O)n(CC(=O)Nc3cccc(Br)c3)c(C)nc21,-0.2,-31,2,7,20,3,-20,-1.1,-4,-1.2

# 4 of these compounds, reformatted:
SMILES	BH1578 lux ind	Rv3671c inh	3CLpro inhibitor	MazEF act	GDH-TPI inh	FBA Mtb inh	SSB-PriA inh	Mtb BioA inh	VHR inh abs	Mtb UGM inh
Nc1c(C(=O)N2CCCCC2)sc2nc3c(cc12)CCCC3	0.2	-9	-3	7	-4	2	-4	0.2	28	3.7
COc1ccc(/C(C)=N/NC(=O)CN(c2ccc(OC)cc2)S(=O)(=O)c2ccccc2)cc1	-1.4	-10	0	8	-12	0	·	-5.9	·	0.0
CCCC(=O)N1CCC1(C)C(=O)NS(=O)(=O)c1ccccc1 (centres undefined)	i	·	·	·	-2	1	·	-2.0	·	·
COc1ccc(-c2nn(CC(=O)Nc3ccc(Cl)c(Cl)c3)c(=O)c3ccccc23)cc1	1.4	-106	3	-12	7	3	-9	·	52*	-1.5

# Carrying on.
SMILES,BH1578 lux ind,Rv3671c inh,3CLpro inhibitor,MazEF act,GDH-TPI inh,FBA Mtb inh,SSB-PriA inh,Mtb BioA inh,VHR inh abs,Mtb UGM inh
CCCc1cc(C(=O)Nc2sc3c(c2C(=O)OCC)CCCC3)no1,-1.5,-6,-3,4,4,-1,3,2.2,7,0.3
CN1CCN(C(=O)c2cccc(S(=O)(=O)N3CCCC3)c2)CC1,i,-4,·,8,1,-1,-14,-1.8,·,2.7
COC(=O)c1cc2c(n(-c3ccccc3)c1=O)CCCC2=O,-0.2,·,·,9,11,13,-5,3.0,·,·
O=C1C=C(Nc2cccc(O)c2)CC(c2ccco2)C1 (centres undefined),-0.4,4,7,1,19,3,4,12,-16,-0.8
O=C(CSc1nnc(Cc2ccccc2)o1)Nc1ccccc1,-0.2,23,3,-2,7,-3,-9,·,17,-0.5
Cc1noc(C)c1S(=O)(=O)N(CC(=O)N1CCn2c1nc1ccccc12)c1ccc(C(C)C)cc1,-0.5,6,-3,9,2,1,-13,-1.8,21,-0.3
Cc1cc(C)cc(NC(=O)c2sc3nc4n(c(=O)c3c2C)CCC4)c1,-2.0,3,0,8,8,1,-2,0.0,-12,-0.4
COCC1CCCN(C(=O)c2cc(COc3ccc(C(C)=O)cc3)on2)C1 (centres undefined),i,-7,1,-1,5,2,-14,3.2,18,-1.2
O=C(NN=C1CCN(Cc2ccccc2)CC1)c1cccc(S(=O)(=O)Nc2ccccc2Cl)c1,-0.1,-6,1,-5,22,-4,1,-0.8,18,-0.3
Cc1ccc2c(c1)N(CC(=O)N1CCCCCC1)C(=O)C(C)O2 (centres undefined),i,-6,1,-1,-1,2,4,3.0,2,1.0
